# Screens (PubChem BioAssay)
# Bim-Mcl-1 = inhibitors of Bim peptide binding to Mcl-1, primary screen, biochemical, bead-based flow cytometry, multiplex; 190,000 compounds, 0.1% hits; inhibition, % at 10 µM; Bim peptide-Mcl-1 binding; AID 1009, 2008; Induced myeloid leukemia cell differentiation protein Mcl-1 (Homo sapiens), Q07820;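 further: 0% = no compound tracer wells and 100% = peptide blocker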
# RGS4-Gao reg = modulators of RGS4 binding to Galphao, primary screen, biochemical, multiplexed bead flow cytometry. actives lie on both sides. binding response (% of control), % at 10 µM. 220,000 compounds, 0.33% hits. AID 1415, 2008; in the data active means binding response below about 49% or above about 150%; inactive means in between;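 further: fluorescent Galphao activated with aluminum fluoride binding bead-coupled RGS4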
# Target sequence (P09471 whole entry, looked up): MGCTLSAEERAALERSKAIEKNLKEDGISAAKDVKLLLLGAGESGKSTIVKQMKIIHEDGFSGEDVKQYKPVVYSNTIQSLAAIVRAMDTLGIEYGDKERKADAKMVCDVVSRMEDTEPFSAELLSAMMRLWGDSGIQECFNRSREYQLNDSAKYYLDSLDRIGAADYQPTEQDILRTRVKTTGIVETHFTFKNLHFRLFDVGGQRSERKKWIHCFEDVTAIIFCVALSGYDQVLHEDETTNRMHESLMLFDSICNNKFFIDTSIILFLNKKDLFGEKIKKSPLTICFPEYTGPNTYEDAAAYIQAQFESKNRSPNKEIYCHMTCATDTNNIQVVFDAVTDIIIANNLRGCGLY
# RGS7-Gao reg = RGS7-Galphao binding modulators, primary screen, biochemical, multiplexed bead flow cytometry; Guanine nucleotide-binding protein G(o) subunit alpha (Homo sapiens), P09471; actives lie on both sides; binding response (% of control), % at 10 µM; 220,000 compounds, 0.35% hits; in the data active means binding response below about 49% or above about 150%; inconclusive means no clear call, values can overlap the other calls; inactive means in between;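 further: fluorescent Galphao held in activated GDP-AlF4 state binding bead-coupled RGS7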
# Mcl1-Noxa inh = Mcl-1/Noxa binding inhibitors, primary screen, biochemical, TR-FRET, 1536-well | inhibition, % at 21.7 µM | AID 1022, 2008 | TR-FRET Mcl-1/Noxa peptide binding, 2 h | 220,000 compounds, 1.5% hits;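 active means compounds that cut the protein-peptide binding signal by more than 50% relative to plate controls in a single-dose test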;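 further: His-tagged Mcl-1 with rhodamine Noxa BH3 peptide and terbium anti-His antibody; 0% = Mcl-1 plus Noxa peptide wells and 100% = peptide-only wells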
# RGS8-Gao reg = RGS8-Galphao binding modulators, primary screen, biochemical, multiplexed bead flow cytometry | 220,000 compounds, 0.34% hits | actives lie on both sides | response (percent of control binding), % at 10 µM; in the data active means response below about 60% or above about 140%; inactive means in between;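 further: Galphao activated as the GDP aluminium fluoride complex binding bead-coupled RGS8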
# Bim-Bcl-XL = inhibitors of Bim-Bcl-XL binding, primary screen, biochemical, multiplexed, bead flow cytometry, human Bcl-XL. Bcl-2-like protein 1 (Homo sapiens), Q07817. Bim peptide-Bcl-XL binding, fluorescence. inhibition, % at 10 µM. 190,000 compounds, 0.04% hits. AID 1007, 2008
# Target sequence (Q07817 whole entry, looked up): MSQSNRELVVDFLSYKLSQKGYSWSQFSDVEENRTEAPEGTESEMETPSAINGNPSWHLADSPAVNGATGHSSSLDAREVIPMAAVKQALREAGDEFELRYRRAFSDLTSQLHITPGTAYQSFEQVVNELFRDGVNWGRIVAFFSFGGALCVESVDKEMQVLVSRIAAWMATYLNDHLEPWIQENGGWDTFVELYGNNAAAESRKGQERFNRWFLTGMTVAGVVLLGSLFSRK
# Bcl-B Bim block = inhibitors of Bim-Bcl-B binding, primary screen, biochemical, multiplexed, human Bcl-2 family; Bcl-2-like protein 10 (Homo sapiens), Q9HD36; bead-based flow cytometry, Bim peptide-Bcl-B binding; inhibition, % at 10 µM; 190,000 compounds, 0.073% hits; AID 951, 2007;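 further: 0% = tracer peptide without compound and 100% = reference inhibitor peptide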
# Bcl-W Bim block = inhibitors of Bim binding to Bcl-W, primary screen, biochemical, multiplexed, bead-based flow cytometry | Bcl-2-like protein 2 (Homo sapiens), Q92843 | Bim peptide-Bcl-W binding | inhibition, % at 10 µM | 190,000 compounds, 0.02% hits;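 further: 0% = bound tracer without compound and 100% = peptide blocker; higher means less fluorescent Bim peptide bound to Bcl-W beads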
# Target sequence (Q92843 whole entry, looked up): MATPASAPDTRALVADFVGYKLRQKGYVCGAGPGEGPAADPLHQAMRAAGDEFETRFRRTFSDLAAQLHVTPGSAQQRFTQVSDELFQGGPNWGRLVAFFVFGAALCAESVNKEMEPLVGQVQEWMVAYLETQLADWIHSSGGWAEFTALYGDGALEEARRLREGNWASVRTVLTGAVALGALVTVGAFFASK
# Mcl1 Bid PPI = Mcl-1/Bid binding inhibitors, primary screen, biochemical, TR-FRET, 1536-well | inhibition, % at 21.7 µM | TR-FRET Mcl-1/Bid-Dy647 peptide binding | Induced myeloid leukemia cell differentiation protein Mcl-1 (Homo sapiens), Q07820 | 220,000 compounds, 0.97% hits;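 active means compounds that cut the binding signal by more than half at the single screening dose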;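 further: His-tagged Mcl-1 with europium anti-His antibody binding Bid BH3 peptide; 0% = Mcl-1 plus peptide wells and 100% = peptide-only wells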
# Bim-Bfl-1 = inhibitors of Bim binding to Bfl-1, primary screen, biochemical, multiplexed, bead-based flow cytometry. Bcl-2-related protein A1 (Homo sapiens), Q16548. 190,000 compounds, 0.12% hits. inhibition, % at 10 µM. Bim-Bfl-1 binding inhibition;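 further: 0% = wells without compound plus tracer and 100% = blocker peptide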
# Bim-Bcl-2 = inhibitors of Bim-Bcl-2 binding, primary screen, biochemical, multiplexed, human Bcl-2 family; 190,000 compounds, 0.06% hits; Bead-based flow cytometry, Bim peptide-Bcl-2 binding; inhibition, % at 10 µM; in the data active means inhibition above about 40%; inconclusive means no clear call, values can overlap the other calls;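 further: 0% = no compound wells with probe peptide and 100% = reference peptide inhibitor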
# Target sequence (P10415 whole entry, looked up): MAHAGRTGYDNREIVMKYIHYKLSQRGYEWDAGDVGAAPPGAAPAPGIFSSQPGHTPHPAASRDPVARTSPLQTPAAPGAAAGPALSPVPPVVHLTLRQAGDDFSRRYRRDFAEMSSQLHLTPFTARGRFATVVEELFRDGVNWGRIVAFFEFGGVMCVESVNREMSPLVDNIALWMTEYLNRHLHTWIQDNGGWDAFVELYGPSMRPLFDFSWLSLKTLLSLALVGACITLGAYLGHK
# * = called active by the depositor; ? = inconclusive; / = not tested or not shown. Unless noted, no stated cut-off is given here; in the data, active means inhibition above about 40%.
molecule,Bim-Mcl-1,RGS4-Gao reg,RGS7-Gao reg,Mcl1-Noxa inh,RGS8-Gao reg,Bim-Bcl-XL,Bcl-B Bim block,Bcl-W Bim block,Mcl1 Bid PPI,Bim-Bfl-1,Bim-Bcl-2
Cc1ccccc1Nc1nnc(SCC(=O)NCc2cccs2)s1,-1,100,100,6,101,-5,-8,-3,-6,-18,-6
O=C(O)c1cc2c(s1)CCCC2,-1,104,108,23,106,-7,-3,-1,9,-7,-7
O=C(COc1nnnc2ccccc12)N1CCCc2ccccc21,-2,99,99,14,102,-4,-10,-1,-3,-14,-8
CN1C(=O)c2cccc3c(Cl)ccc(c23)C1=O,-2,101,103,18,102,-5,-4,-4,30,2,0
COc1ccc(C(=O)Sc2ccc(C)cc2)cc1OC,-2,98,98,9,101,-2,-1,-1,7,0,-2
COC(=O)COc1ccc2c(-c3cccc([N+](=O)[O-])c3)cc(=O)oc2c1,0,107,108,10,109,-2,-3,1,-21,-2,-1
COc1cccc(CN2CCNC(=O)C2CC(=O)NCCc2cccc(C)n2)c1OC (centres undefined),-2,102,101,1,98,-2,-4,-3,-20,-6,-1
CCOC(=O)C(NC(=O)CC)(Nc1nc2c(s1)CCCC2)C(F)(F)F (centres undefined),-8,116,107,-4,106,-5,-15,-5,-25,-2,2
CC1CCN(Cc2c(C(=O)O)nnn2-c2nonc2N)CC1,-1,101,98,24,98,0,-2,-1,2,-7,0
COc1ccc(Br)cc1C(=O)NC(=S)Nc1ccc(Cl)c(C(=O)O)c1,-7,103,102,28,101,-2,-5,-5,-11,6,-2
CCOC(=O)Nc1ccc(S(=O)(=O)N(C)C(C)C)cc1,-2,105,102,1,102,-3,-10,-1,-8,-12,-10
O=C(COC(=O)C1CCC1)NCc1ccccc1Cl,0,107,102,-4,103,0,1,1,-12,2,2
CC(=O)Nc1ccc(NS(=O)(=O)c2cn(C)c(=O)n(C)c2=O)cc1,-2,98,96,14,101,-1,-6,-4,-17,-3,-7
COc1ccc(CCn2c(N3CCOCC3)nc3c2c(=O)[nH]c(=O)n3C)cc1,-1,105,107,-13,105,-3,-8,-2,-20,-10,-9
Cc1ccc(C)n1-c1nn(S(=O)(=O)c2ccccc2)c2cccc(F)c12,/,98,?,-14,101,/,/,/,-34,/,/
C=CCSc1nnc(NC(=O)Cc2ccc(OC)c(OC)c2)s1,0,102,102,-14,103,0,-2,-4,-15,-3,-5
CCCOc1ccc(N2C(=O)C/C(=C\c3ccccc3)C2=O)cc1,/,105,?,-13,103,/,/,/,-31,/,/
O=C(N/N=C/c1cccc([N+](=O)[O-])c1)c1cc(-c2ccc3c4c(cccc24)CC3)n[nH]1,-5,99,97,24,102,-7,-10,-6,60*,-6,-4
CC1(C)CC(=O)C=C(Nc2ccc3c(c2)OCCO3)C1,0,98,95,-9,100,3,-1,0,-82,0,4
O=C(Nc1ccc(Cc2ccncc2)cc1)C1CC1,-3,99,99,-2,98,-3,-4,-5,-31,-5,0
COc1ccc(Nc2nc(Cl)c(C=O)s2)cc1,-3,106,105,-2,106,-4,-5,-1,-20,-8,-3
Cc1nc2cc(-c3ccc(Cl)cc3)nn2c(NCCN(C)C)c1C,-1,97,102,38,97,-4,-4,-5,-12,-3,-6
S=c1[nH]nc(Cc2noc3ccccc23)n1-c1ccccc1,-1,104,113,22,100,-6,-15,1,-34,4,-2
CC(C)c1[nH]nc2c1C(c1ccc(OC(=O)c3ccco3)cc1)C(C#N)=C(N)O2 (centres undefined),-10,98,98,-11,99,-9,-10,-3,-2,-22,-14
O=C(COc1ccccc1)OC(C(=O)c1ccccc1)c1ccccc1 (centres undefined),-2,93,93,5,94,-3,-3,-5,2,-2,-5
CC1CCCCC1NC(=O)Cn1ncc2ccccc21 (centres undefined),-1,102,99,6,103,0,-3,1,-16,-10,-5
CCOC(=O)N1CCN(S(=O)(=O)c2cc(Cl)c(OC)cc2Cl)CC1,-2,102,101,-19,100,-6,-3,-4,10,-2,-5
CCCCCNC(=O)Cc1cc(=O)[nH]c(=O)[nH]1,0,99,99,12,99,-2,-9,0,-23,-13,-7
Cc1nc(Cl)nc(N(C)c2ccccc2)c1[N+](=O)[O-],/,96,?,-7,98,/,/,/,0,/,/
O=C(CC1SC(=O)N(c2ccccc2)C1=O)Nc1cccc2ccccc12 (centres undefined),/,100,?,-15,96,/,/,/,-90,/,/
O=C(c1cccc(NS(=O)(=O)c2ccc(F)c(F)c2)c1)N1CCN(C(c2ccccc2)c2ccccc2)CC1,-12,105,104,7,102,-7,-7,-4,-1,-16,-10
Cc1ccc(C2(C)NC(=O)N(CC(=O)Nc3ccc4c(c3)OCO4)C2=O)cc1 (centres undefined),0,109,102,3,100,0,3,1,-13,-1,0
COc1ccc(CN2CCN(C)CC2)cc1OCc1ccccc1,-1,102,100,7,101,-3,-1,0,9,-9,-5
CN(C)/C=C/C(=O)/C=C/c1ccc(Cl)cc1Cl,-3,102,?,9,100,-4,-5,1,-22,-4,-4
O=c1c(Cl)c(N/N=C/c2ccc(Br)cc2)cnn1-c1ccccc1,-3,107,108,52*,110,-12,-3,-9,63*,2,-7
CCN(CC)c1ccc(NC(=O)C2CCC(CNc3c(N4CCCC4)c(=O)c3=O)CC2)c(C)c1 (centres undefined),/,101,?,20,100,/,/,/,-71,/,/
Cc1ccc2c(c1)CN1CN2Cc2cc(C)ccc21,0,97,99,3,98,0,-4,7,-28,-8,-1
CCOC(=O)C1CCN(C(=O)CSc2nccc(C)n2)CC1,-1,93,88,21,99,0,0,0,-41,1,1
CCCCNS(=O)(=O)c1ccc(NC(=O)C2c3ccccc3Oc3ccccc32)cc1,-7,106,99,6,103,-13,-15,-8,-1,-19,-10
FC(F)Oc1ccc(/C=N/NC(=S)Nc2cc(C(F)(F)F)ccc2Cl)cc1,-4,99,101,7,102,-8,-8,-7,-14,-4,-2
Cc1cc(C)cc(-n2c(=O)c3sccc3n(CC(=O)NCc3ccco3)c2=O)c1,1,100,105,-6,100,-4,-6,-3,-6,-7,-10
Cc1cccc(NC(=S)NCCc2ccccn2)c1,/,96,?,0,100,/,/,/,-18,/,/
COc1ccccc1N1CCN(C(=O)C2c3ccccc3Oc3ccccc32)CC1,-2,105,97,-7,101,0,-3,0,0,-5,-2
COc1cc(C(=O)OCCCN(C)C)cc(OC)c1OC,/,96,?,10,102,/,/,/,-5,/,/
O=C(Nc1cccc(Cl)c1)c1cnn2cccnc12,4,100,91,14,95,1,5,3,-10,5,6
CCOc1ccc2nc(N/C(N)=N/C(=S)Nc3cccc(C)c3)nc(C)c2c1,-4,101,100,-19,100,-5,-10,-1,-14,-18,-13
COC(=O)c1ccc(C2c3c(oc4ccc(Cl)cc4c3=O)C(=O)N2CCN2CCOCC2)cc1 (centres undefined),/,100,?,1,99,/,/,/,-9,/,/
Cc1nnsc1C(=O)N/N=C/c1ccccc1,-2,72,91,14,85,1,4,1,-4,2,4
CCOC(=O)CSc1nc2c(sc3ccc([N+](=O)[O-])cc32)c(=O)n1Cc1ccco1,-7,94,87,-6,91,-5,-2,-4,-30,-4,0
O=S(=O)(Nc1ccc2nc(-c3ccc(Br)o3)[nH]c2c1)c1ccccc1,-1,95,93,52*,99,-1,1,0,-30,0,0
CN1C(c2ccc(F)cc2)=CS/C1=C(\C#N)c1nnc2n1-c1ccccc1SC2,0,96,100,-9,99,0,3,-1,-47,-1,1
COc1ccc(NC(=O)CNc2cc(S(=O)(=O)N3CCOCC3)ccc2NCC2CCCO2)cc1 (centres undefined),0,98,?,11,99,-3,-8,-4,-40,-5,-2
O=C(CC(NC(=O)c1ccccc1)c1ccccc1)Nc1cccc2ccccc12 (centres undefined),-2,97,102,8,105,-4,-8,-2,-11,-14,-4
CC(C)C(=O)OCc1cn(-c2ccc(Cl)c(Cl)c2)nn1,1,103,102,-13,103,0,0,1,-5,-5,-4
COc1ccccc1C(=O)N1c2ccccc2Sc2ccccc21,-3,104,102,13,102,-5,-4,-2,-9,-8,-7
Nc1cc(Cl)ccc1N1CCCCC1,-2,100,97,3,103,0,-4,-1,-25,-8,-7

# Looked up above:
# Bim-Bcl-2 with CC(C)C(=O)OCc1cn(-c2ccc(Cl)c(Cl)c2)nn1 stands at -4
# Bim-Mcl-1 with Nc1cc(Cl)ccc1N1CCCCC1 stands at -2

# Next records follow.
molecule,Bim-Mcl-1,RGS4-Gao reg,RGS7-Gao reg,Mcl1-Noxa inh,RGS8-Gao reg,Bim-Bcl-XL,Bcl-B Bim block,Bcl-W Bim block,Mcl1 Bid PPI,Bim-Bfl-1,Bim-Bcl-2
CNc1cc(CSc2ccc(Cl)cc2)nc(C)n1,-2,76,75,-1,88,-7,-8,-5,-8,-12,-6
CCc1ccc(N2CC(C(=O)NCc3ccco3)CC2=O)cc1 (centres undefined),0,93,100,3,99,5,4,3,-16,3,13
COc1ccc(NC(=O)CSc2nnnn2Cc2ccccc2)cc1,0,99,95,-8,100,-4,-6,0,-15,-6,0
S=C(N/N=C/c1ccccc1)N1CCOCC1,-11,95,88,-10,92,-5,-31,1,-56,8,-1
Cc1ccc(/C=N/Nc2cc(C)nc(N3CCOCC3)n2)cc1,/,107,?,5,101,/,/,/,-77,/,/
COc1ccccc1OC(C)c1nnc(SCC(=O)Nc2c(C)n(C)n(-c3ccccc3)c2=O)n1-c1ccccc1 (centres undefined),-2,103,99,-15,102,-1,-2,0,-47,-5,-1
COc1cccc(C2C3=C(CC(C)(C)CC3=O)Nc3n[nH]c(C)c32)c1 (centres undefined),0,100,?,2,100,-1,-6,-1,-34,-3,-1
CCc1cccc2c(=O)c(C(=O)N3CCOCC3)c[nH]c12,-4,103,101,3,103,-3,-3,-5,-2,-4,-3
CCCCOC(=O)CNc1n[nH]c(=S)[nH]c1=O,1,98,97,13,95,-12,-6,0,-1,-8,-6
Cc1ccc(CNC(=O)C2CC(=O)N(c3ccc(OCC(=O)N4CCCC4)cc3)C2)cc1 (centres undefined),-2,99,95,-4,95,-2,-4,-4,-13,3,-21
